# Screening data (PubChem BioAssay)
# HKDC1 inhibitor: blocks human hexokinase HKDC1 activity | inhibition, % at 20 µM | Q2TB90 | recombinant HKDC1, G6PDH/diaphorase resazurin coupled fluorescence | actives 0.16% (n = 340,000);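 active = inhibition above about 35% when tested at 20 µM, limit read from the data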;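 also: plate controls were DMSO wells with enzyme for no effect and DMSO wells lacking enzyme for full effect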
# Target sequence (Q2TB90 whole entry, looked up): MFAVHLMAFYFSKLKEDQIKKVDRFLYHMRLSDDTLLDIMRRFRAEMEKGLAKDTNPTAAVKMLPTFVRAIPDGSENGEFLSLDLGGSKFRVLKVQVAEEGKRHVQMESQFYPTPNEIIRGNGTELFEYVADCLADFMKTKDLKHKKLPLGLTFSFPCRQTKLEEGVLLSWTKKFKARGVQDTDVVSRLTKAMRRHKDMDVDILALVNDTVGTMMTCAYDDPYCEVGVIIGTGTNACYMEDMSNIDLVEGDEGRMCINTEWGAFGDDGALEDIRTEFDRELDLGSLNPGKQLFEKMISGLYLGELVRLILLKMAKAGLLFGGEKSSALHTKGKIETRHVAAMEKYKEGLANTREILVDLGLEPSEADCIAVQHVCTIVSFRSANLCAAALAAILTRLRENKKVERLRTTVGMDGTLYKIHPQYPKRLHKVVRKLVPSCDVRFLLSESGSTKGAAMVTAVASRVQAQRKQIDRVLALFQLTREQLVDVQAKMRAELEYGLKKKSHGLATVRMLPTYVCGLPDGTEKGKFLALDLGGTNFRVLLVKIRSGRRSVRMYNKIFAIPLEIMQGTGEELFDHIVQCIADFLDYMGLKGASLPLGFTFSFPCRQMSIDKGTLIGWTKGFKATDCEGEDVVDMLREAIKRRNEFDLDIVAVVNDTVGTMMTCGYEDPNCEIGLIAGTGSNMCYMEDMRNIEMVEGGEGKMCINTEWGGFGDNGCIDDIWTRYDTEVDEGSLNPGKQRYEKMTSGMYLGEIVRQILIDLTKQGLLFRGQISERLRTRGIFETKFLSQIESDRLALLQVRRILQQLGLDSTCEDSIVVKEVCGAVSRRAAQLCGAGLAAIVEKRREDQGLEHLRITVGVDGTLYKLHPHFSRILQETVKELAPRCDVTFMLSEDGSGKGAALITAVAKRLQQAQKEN
#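 Assay system: in-house recombinant HK5 (HKDC1) enzyme. Input: HKDC1 at 5 µg/mL. Medium: Tris pH 8.0 buffer with MgCl2, Tween-20, BSA, BME. Dosing: single 20 µM dose. Schedule: 90 min reaction incubation at room temperature, dark. Signal: resazurin-to-resorufin fluorescence via G6PDH and diaphorase coupling, 525/613 nm. Controls: DMSO-enzyme wells negative, buffer-substituted wells positive.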
# 697 NFkB inh: lowers PMA/ionomycin-induced NF-kB signal in 697 B cells; 697 B-cell NF-kB luciferase reporter, 16 h; actives 0.33% (n = 330,000); inhibition, % at 4 µM; AID 435022; in the data active = inhibition above about 35%
# Gli-Sufu antag: blocks Gli-Sufu signaling in a luciferase reporter. inhibition, % at 5 µM. actives 0.74% (n = 340,000). Sufu-KO-LIGHT fibroblasts, Gli luciferase reporter luminescence. AID 588413;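 active = inhibition above about 55%, limit read from the data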;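 also: 0% = DMSO-treated cells and 100% = wells with medium but no cells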
# Apaf1 inhib: inhibitors of human Apaf-1 apoptosome; reconstituted apoptosome caspase-3 activity, DEVD-Rh110 fluorescence; inhibition, % at 20 µM; actives 0.71% (n = 330,000); O14727; active = inhibition of at least 40% at 20 µM;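 also: plate controls were DMSO wells for no effect and DEVD-CHO caspase inhibitor wells for full effect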
#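 detection = Rh110 fluorescence intensity | test system = biochemical Apaf-1 apoptosome reconstitution | also added = cytochrome c and DEVD-Rh110 substrate | schedule = 30 min plus 50 min, RT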
# Jurkat NFkB inh: inhibitors of the PMA/ionomycin-induced NF-kB reporter in Jurkat cells; PMA/ionomycin-induced NF-kB luciferase reporter, luminescence; inhibition, % at 4 µM; actives 0.53% (n = 330,000); AID 435003
# UBC13 inh: blocks human UBC13 polyubiquitin chain formation; P61088; TR-FRET; inhibition, % at 20 µM; actives 0.47% (n = 330,000); in the data active = inhibition above about 45%, passing the limit was not always enough; inconclusive = no clear call, values can overlap the other calls
# Target sequence (P61088 whole entry, looked up): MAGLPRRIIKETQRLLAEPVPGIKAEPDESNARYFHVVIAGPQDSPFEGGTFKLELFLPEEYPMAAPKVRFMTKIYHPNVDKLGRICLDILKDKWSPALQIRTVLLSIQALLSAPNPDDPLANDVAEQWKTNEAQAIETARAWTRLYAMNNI
# SENP7 inh: blocks the human protease SENP7; inhibition, % at 5 µM; recombinant SENP7, Z-RLRGG-aminoluciferin luminescence, 40 min; Q9BQF6; actives 1.5% (n = 330,000);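 active = inhibition above about 50% at the single test dose, limit read from the data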;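 also: plate controls were DMSO with enzyme for no effect and no enzyme buffer wells for full effect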
# SENP8 inh: blocks the human protease SENP8 | inhibition, % at 10 µM | purified SENP8, Z-RLRGG-aminoluciferin cleavage, luminescence | actives 1.2% (n = 330,000) | AID 2540
# Starred values were filed as active, the others as inactive; ? = inconclusive. Rule as the data show it, unless noted: active = inhibition above about 50%; inactive = the rest.
SMILES,HKDC1 inhibitor,697 NFkB inh,Gli-Sufu antag,Apaf1 inhib,Jurkat NFkB inh,UBC13 inh,SENP7 inh,SENP8 inh
O=C(COc1nc2ccccc2nc1N1CCOCC1)NC1CCCCC1,-12,5,-5,3,8,-5,5,-5
Cc1cc(S(=O)(=O)N2CCCOC2CNC(=O)C(=O)NCc2ccco2)ccc1F (centres undefined),8,16,-6,-12,5,8,-6,0
O=C(O)/C=C/C(=O)Nc1ccc(OC(F)(F)F)cc1,-5,14,-2,-18,5,16,-6,-3
COc1nc2c(c(-c3cc(Br)cs3)c1C#N)Cc1ccccc1-2,-1,-6,-7,11,2,19,-3,-6
CCOC(=O)c1sc(NC(=O)CN2C(=O)c3cccc4cccc(c34)C2=O)nc1C,12,-5,4,-3,-14,-5,3,7
C=CCn1c(OCc2ccccc2)n[nH]c1=S,-6,-4,-7,-2,1,-7,-6,-4
Cc1nc2c(C(=O)NCCC(C)C)c[nH]n2c(=O)c1Cl,6,-1,1,23,-8,-11,6,3
CCOC(=O)Nc1ccc(S(=O)(=O)NCCCN2CCOCC2)cc1,-5,28,-3,-3,5,10,9,4
CC(C)(C)SCCNC(=O)/C=C/c1ccc([N+](=O)[O-])cc1,-9,5,2,1,5,-14,-3,-13
Fc1ccccc1/C=N/N1CCN(Cc2ccccc2Cl)CC1,1,11,2,2,-16,4,-5,18
COc1ccc(CSc2nnc(SCc3ccc([N+](=O)[O-])cc3)s2)cc1,11,20,-16,-20,-6,2,0,1
COC(=O)c1ccc(COc2ccccc2/C=C(\C#N)C(=O)NC(C)C)cc1,-10,-18,-3,7,-16,-6,-10,-14
CC(=O)NC(Cc1ccccc1)C(=O)NC1CCN(C(=O)c2cnccn2)CC1 (centres undefined),11,23,2,-28,3,6,-7,-10
CCN1C(=C(C#N)C#N)C=Cc2ccccc21,-13,-3,1,-7,17,-1,-5,-3
Cc1ccc(NS(=O)(=O)c2c(C(=O)N3CCCCCC3)c(C)n(C)c2C)c(C)c1,-3,-25,-5,3,-4,-6,-2,0
COCCSc1nnc(NS(=O)(=O)c2ccc(C)cc2)s1,-7,19,-3,0,4,4,-6,-3
Cc1ccc(S(=O)(=O)Nc2ccc3nc(N)sc3c2)cc1,12,-33,18,-8,15,-3,-4,-14
CCC(=O)NC(=S)Nc1ccccc1OC,-4,-54,-5,4,-18,0,-3,5
COc1ccccc1C(=O)NC(=Nc1nc2ccccc2o1)NC(=O)c1ccccc1OC,3,-9,-5,20,-26,-1,-3,-3
COc1cccc(N(CC(=O)NCc2ccco2)C(=O)CCC(=O)Nc2nccs2)c1,-2,-11,1,-22,-2,18,7,-2

# Retrieved by structure from above:
SMILES,HKDC1 inhibitor,697 NFkB inh,Gli-Sufu antag,Apaf1 inhib,Jurkat NFkB inh,UBC13 inh,SENP7 inh,SENP8 inh
CCC(=O)NC(=S)Nc1ccccc1OC,-4,-54,-5,4,-18,0,-3,5
COc1ccccc1C(=O)NC(=Nc1nc2ccccc2o1)NC(=O)c1ccccc1OC,3,-9,-5,20,-26,-1,-3,-3
CCOC(=O)c1sc(NC(=O)CN2C(=O)c3cccc4cccc(c34)C2=O)nc1C,12,-5,4,-3,-14,-5,3,7
COc1ccc(CSc2nnc(SCc3ccc([N+](=O)[O-])cc3)s2)cc1,11,20,-16,-20,-6,2,0,1

# Next part.
SMILES,HKDC1 inhibitor,697 NFkB inh,Gli-Sufu antag,Apaf1 inhib,Jurkat NFkB inh,UBC13 inh,SENP7 inh,SENP8 inh
O=C(CN1C(=O)c2ccccc2C1=O)OCC(=O)c1ccccc1,1,1,11,15,-2,0,-10,-10
O=C(Nc1cccc(Cl)c1)c1cc(S(=O)(=O)NCCc2ccc(Cl)cc2)ccc1F,3,-1,-9,-2,-7,13,1,-3
O=C(COC(=O)c1n[nH]c(=O)c2ccccc12)NCc1ccccc1,1,11,7,3,-3,-8,-4,-11
COc1ccccc1N1CCN(C(=O)CNC(=O)c2cn(-c3ccccc3OC)c(=O)c3ccccc23)CC1,-2,-21,2,3,-14,-10,8,-3
N#Cc1ccccc1NC(=O)CSc1cn[nH]n1,-3,20,11,-2,-2,2,11,1
CCCCCCCN1C/C=C\C(c2ccc(OC)cc2)N(Cc2ccc(F)cc2)C(=O)[C@H]1Cc1ccccc1 (some centres undefined),-2,10,14,6,14,-13,-3,3
NS(=O)(=O)c1ccc(CCNc2ncnc3sccc23)cc1,1,26,60*,-6,33,11,1,4
COc1ccc(O)c(-c2cn[nH]c2-c2cccs2)c1,6,-17,18,7,-2,6,-5,-5
NCCCNCCCCNCCCN,-6,0,-1,29,6,93*,6,1
Cc1ccc(C(=O)C2CCN(CC(=O)NC3CCCCC3)CC2)cc1,1,12,6,-2,10,2,-1,2
O=C(CS(=O)(=O)c1c[nH]c2ccccc12)Nc1ccc2c(c1)OCCO2,-2,-16,-24,9,-28,-2,-8,-7
CCCCc1cc2c(cn1)=C(OC(=O)c1cnc3ccccc3n1)C(C)(OC(=O)CC)C(=O)C=2 (centres undefined),18,5,-5,16,1,-16,3,1
Cc1ccc(C(=O)N(CN2CCCC2=O)c2ccc(F)cc2)cc1C,5,21,1,-1,-7,-2,-6,-3
O=C(Nc1cccc(-n2cccn2)c1)C1CCCN(Cc2cccc(F)c2F)C1 (centres undefined),11,5,13,13,6,2,-2,-1
C/C(=N/N1CCN(Cc2cccc3ccccc23)CC1)c1cccnc1,-11,-15,14,7,-1,-4,-11,-8
Cc1cccc(OC(=O)CN2C(=O)C3C4CCC(C4)C3C2=O)c1C (centres undefined),-11,23,-6,-17,8,-6,3,-4
COc1ccc(Cl)cc1N(C)C(=O)CCc1nc(-c2ccc(C)cc2)no1,1,4,10,19,10,10,-5,-4
CN(C)CCNC(=O)Nc1cccc(Cl)c1Cl,-8,5,13,11,-4,-13,-2,-7
CCOC(=O)C1CCCN(C(=O)c2ccccc2SCCOC)C1 (centres undefined),-9,10,1,-9,16,1,3,2
CS(=O)(=O)N(CC(=O)Nc1ccccc1Sc1ccccc1)c1ccc(F)cc1,-6,-17,65*,26,-27,10,4,-6
CCn1nnnc1SCC(=O)N1CCCCC1,-7,-8,3,-9,19,-14,1,-4
COc1ccc(C(=O)CSc2ccccc2C(=O)O)cc1,-7,-45,-23,-14,-31,1,18,16
COc1cc2cc(/C=C/C(=O)c3ccco3)c(Cl)nc2cc1OC,17,8,-3,3,7,5,-3,13
COc1ccc(NC(=O)C2=CC(c3ccco3)=NS(=O)(=O)N2C)cc1OC,0,7,0,-1,-5,-10,-10,-13
O=C(NCc1cn(-c2ccccc2)nc1-c1ccccc1)c1cccc([N+](=O)[O-])c1,-6,-2,-4,13,15,-2,3,-3
CCCCN(CC)C(=O)c1ccc(Cl)c(Cl)c1,3,-11,8,8,-3,7,10,0
CC1CN(C(=O)COC(=O)c2ccc(Cl)c(N)c2)CC(C)O1 (centres undefined),-3,2,7,1,5,7,-1,13
COC(=O)CSc1nc(N2CCOCC2)c2c(c1C#N)CCCC2,6,-3,6,8,-14,10,0,5
COc1ccccc1NS(=O)(=O)c1cc(C(=O)NCc2ccncc2)ccc1C,1,13,-13,10,1,-6,-24,-14
Cc1c(C(=O)O)sc2nc(SCC(=O)Nc3ccc(S(=O)(=O)NCCCC(=O)O)cc3)[nH]c(=O)c12,-4,17,0,-11,1,2,2,-1
COc1cccc2c1O/C(=N\O)C(C(=O)Nc1cccc(C)c1C)C2 (centres undefined),-4,5,6,-3,14,-4,-7,-4
CCC(C(=O)NCc1ccco1)N(Cc1cccs1)C(=O)CNS(=O)(=O)c1ccccc1 (centres undefined),-1,4,-1,4,7,7,4,0
Brc1ccc(N=NNc2ccccc2)cc1,-3,-81,-37,14,-93,-13,20,12
Cc1nc2oc(C(=O)c3ccccc3)c(N)c2c2c1COC(C)(C)C2,13,18,-9,-7,-4,8,2,3
CCOC(=O)Cn1c(C)[n+](C)c2cc(Cl)c(Cl)cc21,-6,19,-5,-5,4,1,5,4
Cc1ccc(S(=O)(=O)N2CCN(C(=O)c3ccc(S(=O)(=O)N4CCCC4)cc3)CC2)cc1,-3,-14,57*,2,4,-6,5,13
Cc1cc(NC(=O)CSc2ncc(C(=O)O)n2-c2ccc(F)cc2)no1,-4,5,4,-2,-1,8,8,-2
COC(=O)c1ccc(-c2nc3cc(Cl)c(N)cc3s2)cc1,10,-258,-67,12,-138,-12,97*,28
COc1ccc(OC)c(-c2csc(NC(=O)COC(=O)c3ccc(NC(=O)CC#N)cc3)n2)c1,0,21,-8,1,0,-27,3,9
CC(NC(=O)COC(=O)C12CC3CC(CC(Br)(C3)C1)C2)c1ccccc1 (centres undefined),-8,-9,3,14,-15,-13,-2,-14

# UBC13 inh: what is marked active above.
SMILES	HKDC1 inhibitor	697 NFkB inh	Jurkat NFkB inh	UBC13 inh	SENP7 inh	SENP8 inh
NCCCNCCCCNCCCN	-6	0	6	93*	6	1

# The listing picks up with the 2 entries that preceded the break.
SMILES,HKDC1 inhibitor,697 NFkB inh,Gli-Sufu antag,Apaf1 inhib,Jurkat NFkB inh,UBC13 inh,SENP7 inh,SENP8 inh
COc1ccc(OC)c(-c2csc(NC(=O)COC(=O)c3ccc(NC(=O)CC#N)cc3)n2)c1,0,21,-8,1,0,-27,3,9
CC(NC(=O)COC(=O)C12CC3CC(CC(Br)(C3)C1)C2)c1ccccc1 (centres undefined),-8,-9,3,14,-15,-13,-2,-14
Cn1cc(S(=O)(=O)N2CCOCC2)cc1C(=O)Nc1ccc(Cl)cc1,-3,-14,29,15,4,-12,-6,1
O=C(CSCc1ccc(C(=O)O)cc1)Nc1ccccc1,-4,2,-2,1,-23,1,-4,-9
O=C(O)CCC(=O)Nc1ccccc1C(=O)NCc1ccccc1,-11,5,-4,-2,10,10,7,-7
CC1(C)CC(=O)C2=C(C1)N(Cc1ccccc1)C(=O)C2(O)C(F)(F)F (centres undefined),-7,14,1,-4,-4,6,-8,-10
COc1cccc(/C=N/NC(=O)c2ccoc2C)c1O,6,-73,-29,3,-41,-13,95*,87*
CCN(CC(=O)NC1CCS(=O)(=O)C1)Cc1nc2c(Br)cc(Br)cc2c(=O)[nH]1 (centres undefined),-10,7,-1,7,-6,?,-4,-3
Cc1cccc(-n2c(C)cc(/C=N\NC(=O)c3cccs3)c2C)c1,-8,-404,50,9,-156,1,-3,-3
CCc1ccc(-c2nc(CS(=O)CC(=O)NCc3ccccc3)c(C)o2)cc1 (centres undefined),-1,19,23,8,19,10,-4,-18
CCOC(=O)c1[nH]c2cc(OC)c(OC)cc2c1NC(=O)CN(C)C1CCCCC1,13,12,-1,-5,12,22,-4,-3
CN(C)S(=O)(=O)c1ccc(NC(=O)CN2CCN(C(c3ccccc3)c3ccccc3)CC2)cc1,-4,-15,6,7,1,4,1,-5
O=C(c1ccc(C(F)(F)F)cc1)C1CCCN(C(=O)CCn2cncn2)C1 (centres undefined),-8,-48,-9,8,6,-1,12,-6
COc1ccccc1C(=O)COC(=O)Cc1ccccc1F,-9,-1,6,7,5,6,-2,-7
CN(C)C(=O)c1c([N+](=O)[O-])c(C(C)(C)C)nn1C,-12,-10,2,6,-7,-11,5,3
COc1ccc(NC(C)(C)c2nnnn2-c2c(C)cccc2C)cc1,2,-1,8,6,-19,0,-7,-8
O=C1c2ccccc2C(=O)C1(CO)c1ccccc1,-2,-6,-19,-6,-13,-31,15,31
CC1CCCN(C(=O)C(=O)c2cn(CC(=O)N3CCCCCC3)c3ccccc23)C1 (centres undefined),5,-6,-2,9,-1,-7,-13,-12
COc1ccc(C(=O)N/N=C/C(C)c2ccccc2)cc1OC (centres undefined),3,12,48,5,-1,6,4,5
CCOC(=O)N1CCN(Cc2nc3cc(NC(=O)C(C)C)ccc3n2CC)CC1,10,-12,7,-4,-6,1,-2,-6

# Some entries already given, showing only UBC13 inh, Gli-Sufu antag and Apaf1 inhib.
SMILES,UBC13 inh,Gli-Sufu antag,Apaf1 inhib
COc1ccc(O)c(-c2cn[nH]c2-c2cccs2)c1,6,18,7
NCCCNCCCCNCCCN,93*,-1,29
